# Screens as filed in PubChem.
# PGE2 EP2 inh: inhibitors of human EP2 prostaglandin E2 receptor | C6 glioma cells expressing human EP2, cAMP TR-FRET; cells stimulated with saturating PGE2 | inhibition, % at 25 µM | 260,000 tested, 0.52% active | AID 1422;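 active = percent inhibition above 40 after rounding to a whole number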;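 note: rat C6 glioma host cells with rolipram phosphodiesterase inhibitor present; the protocol text gives 20 µM as final concentration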
# Target sequence (P43116 whole entry, looked up): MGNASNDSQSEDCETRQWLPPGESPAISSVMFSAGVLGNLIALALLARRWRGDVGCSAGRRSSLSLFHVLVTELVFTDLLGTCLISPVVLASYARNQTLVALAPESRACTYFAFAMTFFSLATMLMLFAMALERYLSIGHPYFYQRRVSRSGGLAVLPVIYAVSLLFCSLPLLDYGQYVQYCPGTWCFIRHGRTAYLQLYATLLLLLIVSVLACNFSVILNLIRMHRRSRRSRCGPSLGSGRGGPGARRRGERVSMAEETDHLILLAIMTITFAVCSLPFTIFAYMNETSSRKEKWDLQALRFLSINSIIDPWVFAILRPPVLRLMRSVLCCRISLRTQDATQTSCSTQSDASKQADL
# Runt-CBFb FRET: Runt domain-CBFb interaction inhibition; AID 1496; inhibition, % at 20 µM; Q01196+Q13951; Cerulean-Runt/Venus-CBFb FRET ratio 530/480, 1 h; 220,000 tested, 0.46% active;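 active = inhibition over about 50% at 20 µM in the single-dose screen, limit read from the data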;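 note: 0% = DMSO wells and 100% = excess unlabeled CBFb competitor control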
# Target sequence (Q01196 whole entry, looked up, the tested form may be a part): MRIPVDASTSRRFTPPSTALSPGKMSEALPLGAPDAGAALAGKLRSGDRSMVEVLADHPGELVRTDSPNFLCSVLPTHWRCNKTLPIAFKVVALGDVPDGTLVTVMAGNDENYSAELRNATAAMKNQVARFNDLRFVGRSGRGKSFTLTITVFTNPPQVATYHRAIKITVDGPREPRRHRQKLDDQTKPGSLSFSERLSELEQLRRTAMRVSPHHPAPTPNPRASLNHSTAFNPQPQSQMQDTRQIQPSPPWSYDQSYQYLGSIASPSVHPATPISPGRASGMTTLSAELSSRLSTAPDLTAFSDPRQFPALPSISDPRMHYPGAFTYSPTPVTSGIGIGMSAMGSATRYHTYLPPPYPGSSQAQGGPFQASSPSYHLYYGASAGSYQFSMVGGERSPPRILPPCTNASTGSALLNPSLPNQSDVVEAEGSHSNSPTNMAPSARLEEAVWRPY
# Target sequence (Q13951 whole entry, looked up, the tested form may be a part): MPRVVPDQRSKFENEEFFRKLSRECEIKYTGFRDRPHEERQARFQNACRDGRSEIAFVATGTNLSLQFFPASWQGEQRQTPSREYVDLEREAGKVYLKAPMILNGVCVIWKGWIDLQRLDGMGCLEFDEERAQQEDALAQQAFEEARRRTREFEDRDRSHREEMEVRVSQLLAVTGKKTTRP
#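 Doses: 20 µM compound in 1% DMSO | Material: Cerulean-labeled Runt domain protein | Amount: Each fluorescent fusion protein 100 nM | Schedule: Two 1 h room-temperature incubations shielded from light | Measured by: FRET fluorescence | Evaluation: Loss of energy transfer signal | Controls: Unlabeled CBFb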
# zVAD death inh: blocks zVAD induced death of L929 cells; L929 zVAD necroptosis rescue, ATP luminescence, 24 h; with zVAD 60 µM; AID 1377; viability rescue, % at 10 µM; 220,000 tested, 0.38% active;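 active = activation, scaled between plate controls, above about 75%, limit read from the data; inactive = activation under that limit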;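 note: 0% = zVAD with DMSO and 100% = DMSO alone without zVAD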
# RBBP9 inhibitor: inhibitors of human serine hydrolase RBBP9; O75884; recombinant RBBP9, FP-Rh probe fluorescence polarization; inhibition, % at 7.94 µM; 220,000 tested, 0.2% active;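 active = inhibition above the campaign mean of all tested compounds plus 3 SD, cut at about 14% in these data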;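 note: plate controls were DMSO wells with RBBP9 for no effect and wells lacking RBBP9 protein for full effect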
#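 Test system: recombinant human RBBP9; Timing: 30 min then 45 min, 25 °C; Detection: fluorescence polarization; Control set: RBBP9 with DMSO as uninhibited control, no-protein wells as full inhibition; Compound dosing: one concentration, 7.94 µM nominal, 0.794% DMSO; Probe or stimulus: FP-Rh activity-based probe, 375 nM before mixing.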
# Hck-Nef inh: human Hck-Nef kinase inhibition; 220,000 tested, 0.68% active; AID 463187; Recombinant Hck-YEEI plus Nef, Z-Lyte FRET kinase assay; inhibition, % at 20 µM; P08631;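 active = Hck-Nef kinase inhibition above about 50%, limit read from the data; inactive = inhibition below that limit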;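 note: 0% = DMSO with Hck plus Nef and 100% = Hck alone without Nef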
# TNF necrop inh: TNF-alpha cell death inhibition in Jurkat FADD-/- cells. AID 463075. Jurkat FADD-/- TNF necroptosis rescue, ATP luminescence, 24 h; 0 = TNF only, 100 = no-TNF cells. 220,000 tested, 0.068% active. activation (protection from cell death), % at 10 µM;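 active = activation, meaning protection from cell death, of at least 50% relative to plate controls; inactive = activation below 50%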;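 note: necroptosis triggered by 40 ng/mL TNF-alpha added together with compound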
# PERK inhibitor: blocks human PERK kinase; 220,000 tested, 0.17% active; CHO PERK-DD fusion, SEAP luminescence translation reporter; inhibition, % at 5.6 µM; AID 1416; Q9NZJ5;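 active = inhibition above the mean inhibition of all tested compounds plus 3 SD, set separately per screening campaign, cut at about 2.9% in these data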;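 note: PERK kinase domain activated by AP20187 dimerizer at 100 nM; 0% = DMSO with dimerizer and 100% = rapamycin at 8.4 µM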
# Runt-SMMHC FRET: inhibitors of human RUNX1 Runt domain binding to CBFb-SMMHC | 220,000 tested, 0.74% active | AID 1434 | inhibition, % at 20 µM | Cerulean-Runt/Venus-CBFb-SMMHC FRET ratio 530/480, 1 h;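 active = mean inhibition across duplicate retests at 20 µM reaching about 50%, limit read from the data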;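 note: 0% = DMSO wells and 100% = wells with excess untagged CBFb-SMMHC; inhibitors lower the FRET ratio by blocking Runt binding to CBFb-SMMHC; some results filed as inactive read as strong as hits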
# EP2 mod: modulators of human EP2 prostaglandin E2 receptor; 260,000 tested, 0.83% active; AID 940; induction, % at 25 µM; EP2-expressing cells, cAMP HTRF FRET, PGE2 co-stimulation; P43116;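 active = compounds whose cAMP rise, as percent of the full-agonist control response, exceeds 60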;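 note: rat C6 glioma line stably carrying human EP2 under a CMV promoter; the protocol text gives 20 µM as final concentration; 100% = response of wells given 1 µM PGE2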
# An asterisk follows results filed as active; . = not tested or not shown; & = joins results of further samples. An excerpt; rates above refer to the full screens.
SMILES,PGE2 EP2 inh,Runt-CBFb FRET,zVAD death inh,RBBP9 inhibitor,Hck-Nef inh,TNF necrop inh,PERK inhibitor,Runt-SMMHC FRET,EP2 mod
Cc1c(Cl)cccc1NC(=S)NCCc1ccc(C(F)(F)F)cc1,17,1,1.1,-3,-6,-8.7,0.9,-5,-74
O=C(COC(=O)c1ccc(NS(=O)(=O)c2cccs2)cc1O)Nc1nc2ccccc2s1,6,0,0.1,-5,6,1.6,0.1,-2,-24
NC(=O)NC(=O)COC(=O)[C@H](Cc1ccccc1)NC(=O)c1cccs1,3,0,4.3,-10,-2,-0.3,0.5,0,26
CC(C)(C)CC(C)(C)c1ccc(OCC(=O)N/N=C/c2ccc(S(=O)(=O)O)o2)cc1,6,5,0.2,-5,57*,1.4,0.5,-5,47
Nc1ccc2c(c1)ncn2CCCn1cnc2cc(N)ccc21,4,1,1.7,-4,0,-0.2,-0.4,3,-7
CN(C)/C=N/c1nc2ccc3c(c2s1)CCCC3,.,-2,0.7,-10,2,-2.3,-0.1,-2,.
COc1ccc(NC(=S)N(Cc2cccnc2)Cc2ccco2)cc1,4,3,0.2,6,-2,-2.3,-0.3,-1,-17
CCOC(=O)Cc1csc(NC(=O)COc2ccccc2OCC)n1,8,-1,0.5,-6,1,-0.6,0.8,1,-12
CNc1nc(SC)n(C)c(=O)c1N=O,5,5,0.2,-8,12,2.1,0.9,10,19
S=c1[nH]nc(CCc2ccccc2)n1Cc1ccccc1,14,7,-0.1,0,0,-1.3,0.9,12,19
C/C(=N\NC(=O)c1ccccc1-n1cccc1)C1CC1,3,1,0.4,-5,0,1.0,0.1,-4,15
CCOC(=O)c1c(NC(=O)CSc2nncn2C)sc(C)c1C,.,-1,-0.8,4,-2,0.8,0.1,-2,-15
CCOC(=O)C(C)n1cnc2c(nnn2Cc2ccc(Cl)cc2)c1=O (stereo unspecified),5,3,-0.1,-3,2,-1.8,0.8,0,11
NNC(=S)Nc1c(F)cc(F)cc1Br,3,10,0.4,-4,9,2.1,1.6,-5,3
O=C(Nc1ccc2c(c1)Cc1ccccc1-2)c1ccco1,12,-4,3.1,-11,2,1.1,-0.7,-1,-26
CC1(C)CC2(CCO1)OC(=O)CC2C(=O)Nc1ccc(Cl)cc1[N+](=O)[O-] (stereo unspecified),10,0,1.1,-9,-2,1.0,0.2,2,-14
Cc1ccc(CSCC(=O)NCc2cccs2)cc1,4,-1,2.6,-4,8,4.3,-0.1,1,6
COc1ccc(/C=N/Nc2ccc(C(=O)O)cc2)cc1Br,8,-2,6.5,2,25,-1.1,1.3,-1,0
CN1C(=O)N(C)C2(c3ccccc3)NC(=O)NC12c1ccccc1 (stereo unspecified),18,-3,-0.4,-3,1,-3.1,0.8,0,1
COc1ccc(CSCC(=O)N/N=C/c2ccc(OCC(=O)N3CCCCC3)cc2)cc1,8,-1,0.8,2,5,0.9,-1.6,9,16
CC(C)NC(=O)N(Cc1ccccc1)Cc1cccs1,10,1,-1.1,0,17,0.9,1.5,0,4
Cc1nc([N+](=O)[O-])cn1-c1ccc(N)cc1,6,-1,0.9,-7,2,1.2,0.3,3,26
O=[N+]([O-])c1ccc(Cl)c(/C=N/N2CCN(Cc3ccccc3Cl)CC2)c1,14,1,-0.3,-4,1,-3.1,0.7,0,40
CN1/C(=C\C(=O)Nc2cccnc2)c2ccccc2CC1(C)C,12,0,-0.1,-5,-1,-1.0,0.3,-2,12&-41
O=C(CN(Cc1ccccc1)C(=O)c1csnn1)NCc1ccccc1,5,1,0.3,-11,15,0.4,0.4,-1,11
COc1ccc(/C=C/C(=O)Oc2ccc(/C=N/NC(=O)c3ccccc3)cc2)cc1OC,10,-4,0.4,-6,-1,4.8,0.7,-7,-4
O=C(NS(=O)(=O)c1ccccc1)c1ccccc1O,12,1,-0.1,-4,-1,-0.4,0.3,-6,10
CCC/C=N/NC(=O)c1cc(Br)ccc1O,9,2,0.1,-8,-26,0.7,0.3,1,-7
COc1cc(C(=O)NCCN2C(=O)S/C(=C\c3cccs3)C2=O)cc(OC)c1OC,6,-1,0.6,-7,2,-1.5,0.4,-2,-57
O=C(Cc1ccccc1)N/N=C/c1ccccc1F,6,0,1.7,-7,1,0.7,1.0,0,12
O=C(CSc1nnc(Cc2ccsc2)o1)c1ccccc1,-1,1,0.1,-2,25,19,0.2,1,-32
O=C1c2ccccc2C(=O)N1CN(C(=O)c1ccccc1[N+](=O)[O-])c1ccc(F)cc1,7,-2,0.0,-13,-10,0.8,0.9,2,42
CC(=O)Oc1ccc2oc(-c3ccccc3)c(C(N)=O)c2c1,5,2,71,-3,26,0.8,0.9,-2,-24
COCCn1c(SCC(=O)Nc2ccccc2)nc2c1c(=O)[nH]c(=O)n2C,8,0,1.3,-3,0,2.6,1.0,3,13
CCOC(=O)c1cc(NC(=O)OC)c(C)nc1C,7,0,4.9,-7,-3,0.4,0.8,-1,6
COc1cc(OC)c(OC)cc1CN1CCN(c2ccccc2OC)CC1,7,0,0.3,-2,-1,0.3,0.6,0,26
COc1ccc(C(=O)NNC(=S)NC(=O)c2ccccc2[N+](=O)[O-])cc1,5,1,3.8,-8,2,4.6,1.0,0,1
O=C(NNC(=S)Nc1ccc(Cl)cc1Cl)C1CC1,6,2,-0.2,-2,4,0.5,1.2,-1,13
CCCn1c(=O)c(C(=O)Nc2ccccc2C(=O)OCC)c(O)c2ccccc21,2,-3,4.1,-9,4,0.4,0.5,1,49
Cn1c(=O)c2c(SCC(=O)N3CCOCC3)nc(CC(C)(C)C)nc2n(C)c1=O,15,.,-1.1,-7,1,-6.1,0.4,4,18

# Full records, looked up by structure. Values in the order: PGE2 EP2 inh, Runt-CBFb FRET, zVAD death inh, RBBP9 inhibitor, Hck-Nef inh, TNF necrop inh, PERK inhibitor, Runt-SMMHC FRET, EP2 mod
# `CN1/C(=C\C(=O)Nc2cccnc2)c2ccccc2CC1(C)C` across the screens: 12, 0, -0.1, -5, -1, -1.0, 0.3, -2, 12&-41
# `O=[N+]([O-])c1ccc(Cl)c(/C=N/N2CCN(Cc3ccccc3Cl)CC2)c1` across the screens: 14, 1, -0.3, -4, 1, -3.1, 0.7, 0, 40

# (listing goes on)
SMILES,PGE2 EP2 inh,Runt-CBFb FRET,zVAD death inh,RBBP9 inhibitor,Hck-Nef inh,TNF necrop inh,PERK inhibitor,Runt-SMMHC FRET,EP2 mod
CCO/N=C/C1=C(O)C(C(=O)OC)C(C)(C)CC1=O (stereo unspecified),7,3,1.3,6,1,1.9,1.4,-7,-7
COc1ccc(-c2sc(NC(C)=O)nc2-c2ccccc2)cc1,14,-3,1.2,-3,-2,1.1,-0.7,1,33
CC(Oc1cccc2cccnc12)C(=O)N/N=C/c1ccccc1 (stereo unspecified),4,0,1.3,3,-4,0.9,0.8,1,-26
C[C@H](NC(=O)c1nc[nH]c1C(=O)N[C@@H](C)C(=O)OC(C)(C)C)C(=O)OC(C)(C)C,20,-3,-0.1,.,25,0.0,.,1,-11
c1ccc(-c2nc3c4ccccc4ccn3c2CN2CCOCC2)cc1,5,1,-0.3,-11,22,-1.4,-1.8,-31,36
O=C(COc1ncnc2ccccc12)NCc1ccco1,8,1,2.3,-9,16,-0.1,-0.2,-6,29
CC(=O)Nc1ccc(NC(=O)CSc2nnc(C)c(=O)n2N)cc1,3,0,1.0,-3,5,0.5,0.8,3,-24
CCOC(=O)c1sc(NC(=O)c2c(C)noc2C)c(C(=O)OCC)c1C,.,.,0.0,-3,1,-1.7,1.7,.,.
COc1cccc(/C=N\NC(=O)Cn2nnc3ccccc32)c1O,8,5,46,-4,-6,-7.0,0.6,-3,-15
CN1CCN(C(=S)c2ccc(OCC(=O)Nc3cccc(C(F)(F)F)c3)cc2)CC1,16,-7,1.2,2,0,-7.0,-1.3,-4,-13
COc1ccc2c3c([nH]c2c1)C1CC2C(CC(O)C(OC)C2C(=O)O)CN1CC3 (stereo unspecified),13,-1,1.0,7,11,0.1,0.6,-8,-17
Cc1ccc(C(C(=O)NCc2ccc(F)cc2)N(C(=O)c2csnn2)C2CC2)o1 (stereo unspecified),4,-2,-0.2,-9,0,-3.6,-0.1,2,0
CS(=O)(=O)N(CC(=O)N1CCC(C(N)=O)CC1)c1ccc(Cl)c(C(F)(F)F)c1,8,0,0.6,5,-1,0.5,0.5,-1,-11
CCC(=O)Nc1ccc(C(=O)CN2CCC(C)CC2)cc1,9,0,1.7,2,5,-0.6,2.0,0,-6
N#CC(c1ccc(O)cc1)N1CCOCC1 (stereo unspecified),0,0,-0.8,-7,9,-1.3,0.1,1,16
Cc1ccc(N2C(=O)CC(NNC(=O)c3cccc(S(=O)(=O)N4CCCC4)c3)C2=O)cc1 (stereo unspecified),9,0,0.5,-7,1,0.6,0.4,1,18
O=C1OC(c2ccc(Br)cc2)=N/C1=C\c1ccco1,5,2,-0.3,-11,7,-1.5,0.3,-1,-1
CS(=O)(=O)N(CC(=O)N/N=C/c1cccc2c1OCCO2)c1ccccc1Br,16,0,0.7,2,1,-5.5,1.1,-2,-52
COC(=O)Cc1nc2ccccc2[nH]1,-2,19,0.7,-5,3,1.3,1.1,23,17
CNS(=O)(=O)c1cccc(C(=O)NCC2(N3CCOCC3)CCCCC2)c1,7,0,5.3,3,-22,-0.7,0.0,-3,-44
CCNC(=O)c1ccccc1NC(=O)c1cccc(S(=O)(=O)N2CCOCC2)c1,9,0,.,-6,2,1.6,-0.7,-3,1
COc1ccc(NC(=O)CSc2nnnn2-c2ccc(OC)cc2)cc1,.,0,-0.3,6,3,1.7,-0.3,0,-37
CCn1c2ccccc2c2cc(NC(=O)c3ccc([N+](=O)[O-])cc3)ccc21,15,0,0.0,1,1,-0.1,0.3,-8,-6
COc1ccc(-n2nc3c(c2NC(=O)c2c(-c4ccccc4Cl)noc2C)CS(=O)(=O)C3)cc1,.,-1,-0.4,-9,-1,-0.3,-1.2,-6,3
CC12CCC(C(=O)Nc3cc(Cl)ccc3Cl)(C/C1=N\O)C2(C)C (stereo unspecified),6,1,0.2,-5,-1,-0.4,0.2,2,20
CC(Cc1ccccc1)C(=O)Nc1ccccc1 (stereo unspecified),5,-1,0.8,-7,-8,0.5,1.5,-2,11
CCCCCC(C)n1[nH]c(=O)cc1N (stereo unspecified),16,-1,1.1,-11,2,0.1,0.7,1,12
Oc1ccc2c(ccc3[nH]cnc32)c1,10,2,2.2,-4,31,3.3,-0.9,-3,-15
C=CCn1c(O)c(N=NC(=S)Nc2ccc(OC)c(Cl)c2)c2ccccc21,5,-2,.,-1,4,-3.8,1.0,-8,22
